Screening results from PubChem.
Rac1 mut GTP: alters GTP binding to activated mutant human Rac1. P63000. GST-Rac1 activated beads, fluorescent GTP binding, flow cytometry; actives lie on both sides; 100% means binding = to untreated wells. percent activity (GTP binding), % at 10 µM. actives 0.11% (n = 190,000). AID 764;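 active means GTP binding at least 20 percentage points away from the 100% baseline, in either direction, so actives lie on both sides; inconclusive means Compound likely fluorescent itself, or too few beads counted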
Rab2A wt mod: changes GTP binding to wildtype dog Rab2A, up or down. P61105. GST-Rab2 wt beads, Bodipy-GTP binding, flow cytometry. GTP binding activity, % at 10 µM. actives 0.19% (n = 190,000);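 active means GTP binding activity at least 20 points away from 100%, either lowered or raised; inconclusive means signal likely due to the compound's own green fluorescence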;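 further: 0% = beads with excess unlabeled GTP and 100% = no-compound control corrected for plate trend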
Avidin bead fluor: compound fluoresces at 488/530 nm on avidin beads | actives 0.38% (n = 220,000) | fluorescence (KMESF) at 10 µM | AID 1775 | compound fluorescence 488/530 nm, flow cytometry; hits give high values; in the data active means fluorescence above about 47; further: inactives centre near 10
HRas wt GTP bind: human HRas wildtype GTP binding, change in either direction; GTP binding activity, % at 10 µM; P01112; actives 0.14% (n = 190,000); GST-Ras wt beads, Bodipy-FL-GTP binding, flow cytometry; actives lie on both sides; AID 759;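 active means GTP binding activity at least 20% away from the 100% baseline, either lowered as inhibitor or raised as activator; inconclusive means flagged as likely green fluorescent, judged across all proteins in the well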;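 further: 0% = unlabeled GTP competition control and 100% = no-compound control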
Target sequence (P01112 whole entry, looked up): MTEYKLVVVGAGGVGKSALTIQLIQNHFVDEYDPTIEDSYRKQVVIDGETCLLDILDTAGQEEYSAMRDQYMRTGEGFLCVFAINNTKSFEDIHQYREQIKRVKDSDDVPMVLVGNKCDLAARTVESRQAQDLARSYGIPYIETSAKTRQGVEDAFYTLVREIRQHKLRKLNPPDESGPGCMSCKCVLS
Mcl1-Noxa inh: Mcl-1/Noxa interaction inhibition; Q07820; TR-FRET Mcl-1/Noxa peptide binding, 2 h; inhibition, % at 21.7 µM; actives 1.5% (n = 220,000); AID 1022;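 active means compounds that cut the protein-peptide binding signal by more than 50% relative to plate controls in a single-dose test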;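 further: His-tagged Mcl-1 with rhodamine Noxa BH3 peptide and terbium anti-His antibody; 0% = Mcl-1 plus Noxa peptide wells and 100% = peptide-only wells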
Target sequence (Q07820 whole entry, looked up): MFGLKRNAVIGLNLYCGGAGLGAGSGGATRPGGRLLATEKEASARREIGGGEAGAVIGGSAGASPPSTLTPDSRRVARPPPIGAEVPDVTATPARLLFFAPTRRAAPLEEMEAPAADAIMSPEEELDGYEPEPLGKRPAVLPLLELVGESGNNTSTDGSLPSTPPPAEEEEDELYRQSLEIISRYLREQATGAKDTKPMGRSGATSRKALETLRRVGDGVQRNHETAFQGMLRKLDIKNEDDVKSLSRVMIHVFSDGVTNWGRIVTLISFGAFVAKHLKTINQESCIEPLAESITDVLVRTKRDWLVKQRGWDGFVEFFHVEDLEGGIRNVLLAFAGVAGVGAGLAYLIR
Mcl1 Bid PPI: disrupts binding of human Mcl-1 to Bid peptide; TR-FRET Mcl-1/Bid-Dy647 peptide binding, 1536-well; inhibition, % at 21.7 µM; actives 0.97% (n = 220,000); AID 1021;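 active means compounds that cut the binding signal by more than half at the single screening dose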;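 further: His-tagged Mcl-1 with europium anti-His antibody binding Bid BH3 peptide; 0% = Mcl-1 plus peptide wells and 100% = peptide-only wells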
Pf gamet viab: P. falciparum stage V gametocyte viability inhibition. P. falciparum stage V gametocytes, ATP luminescence, 24 h. inhibition, % at 10.9 µM. actives 0.065% (n = 150,000). AID 743093;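 active means inhibition above the mean plus 3 SD of compounds within the control limits, set per campaign, cut at about 38% in these data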;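 further: 0% = DMSO wells and 100% = medium only without gametocytes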
Cdc42 wt: changes GTP binding to wildtype human Cdc42 | P60953 | GST-Cdc42 beads, Bodipy-GTP binding, flow cytometry; actives lie on both sides | percent activity (GTP binding), % at 10 µM | actives 0.2% (n = 190,000) | AID 761;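 active means percent activity GTP binding at least 20 points away from the 100% baseline, either down as inhibitor or up as activator; inconclusive means compound flagged as likely green fluorescent from well-wide comparison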;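 further: median bead fluorescence of bound Bodipy-FL-GTP at 100 nM; 0% = excess unlabeled GTP control and 100% = no compound control; below 100% means less GTP binding so inhibitor and above means activator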
Target sequence (P60953 whole entry, looked up): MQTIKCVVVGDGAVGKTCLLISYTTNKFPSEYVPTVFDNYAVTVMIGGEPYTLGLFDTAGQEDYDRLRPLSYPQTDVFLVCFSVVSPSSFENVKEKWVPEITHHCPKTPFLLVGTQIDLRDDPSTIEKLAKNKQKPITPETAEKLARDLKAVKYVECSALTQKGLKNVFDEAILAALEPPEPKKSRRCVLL
Rab7 wt GTP bind: alters GTP binding to wildtype dog Rab7. GST-Rab7 beads, fluorescent GTP binding, flow cytometry; actives lie on both sides; untreated = 100%, excess cold GTP = 0%. GTP binding activity (percent of control), % at 10 µM. actives 0.055% (n = 190,000). AID 758;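 active means fluorescent GTP binding to Rab7 beads changed by at least 20 points from the 100% baseline, either direction, mostly lower; inconclusive means compound itself probably fluorescent, or too few beads counted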;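 further: median green fluorescence of bound Bodipy-FL-GTP per Rab7 bead population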
Rac1 wt modul: alters GTP binding to wildtype human Rac1. P63000. GST-Rac1 beads, fluorescent GTP binding, flow cytometry; actives lie on both sides; 0 = cold GTP competed, 100 = untreated. GTP binding activity (% of control), % at 10 µM. actives 0.27% (n = 190,000);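 active means GTP binding activity at least 20 points away from the 100% control level, either lower or higher; inconclusive means compound flagged as likely green fluorescent, judged across all proteins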
GSH fluor: GSH bead compound fluorescence profile. fluorescence (KMESF) at 10 µM. GSH beads flow cytometry, compound fluorescence 488/530 nm; hits give high values. actives 0.25% (n = 190,000); in the data active means fluorescence above about 89;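 further: glutathione beads carrying GST-tagged Bcl family fusion proteins plus one bare bead set; values are compound well signal with DMSO vehicle wells as background; inactives centre near 16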
* hit, by the source's call; ? = inconclusive; . = no result given.

smiles | Rac1 wt modul | GSH fluor | Pf gamet viab | Rab2A wt mod | Cdc42 wt | Mcl1 Bid PPI | Mcl1-Noxa inh | Avidin bead fluor | Rab7 wt GTP bind | HRas wt GTP bind | Rac1 mut GTP
CCC(CC)C(=O)c1c[nH]c(C(=O)NCCc2ccccn2)c1 | 100 | 9 | . | 100 | 99 | -38 | -20 | 9 | 93 | 97 | 96
Cc1nc(/N=C\N(C)C)sc1C(=O)Nc1ccccc1 | 98 | 33 | 8 | 101 | 97 | -7 | -4 | 1 | 102 | 98 | 96
COc1cccc(CC2(CO)CCCN(C/C=C/c3ccccc3OC)C2)c1 (centres undefined) | 97 | 15 | 9 | 96 | 97 | -33 | 3 | 2 | 94 | 95 | 98
Cc1ccc(-c2cc(C(=O)N/N=C/c3c(C)nn(-c4ccccc4)c3C)[nH]n2)cc1 | 93 | 31 | -13 | 94 | 93 | 6 | 4 | 8 | 93 | 96 | 94
O=[N+]([O-])c1cccc(NC(=S)N2CCc3ccccc3C2)c1 | 92 | 23 | -32 | 93 | 92 | -46 | -1 | 5 | 91 | 91 | 93
O=C(Nc1ccc(F)c([N+](=O)[O-])c1)C1CC(=O)N(Cc2ccccc2)C1 (centres undefined) | 93 | 13 | . | 92 | 91 | -5 | 15 | 12 | 97 | 92 | 90
COc1ccccc1N1CCN(C(=O)c2cc(-c3ccco3)on2)CC1 | 99 | 24 | . | 98 | 99 | -18 | 9 | 6 | 96 | 99 | 95
O=Cc1ccc(-c2nc3ccccc3s2)o1 | 96 | 20 | . | 98 | 93 | -19 | -11 | 11 | 104 | 96 | 94
CC(C)c1ccc2c(c1)C(c1ccc(N3CCOCC3)cc1)=NNC(c1cccs1)=N2 | 98 | 8 | -39 | 100 | 99 | -16 | -4 | 10 | 100 | 100 | 95
CCN(CC)S(=O)(=O)N1CCC(C(=O)NCCC2=CCCCC2)CC1 | 104 | 19 | 23 | 100 | 96 | -12 | 2 | 11 | 105 | 100 | 97
COc1ccc(CN2CCN(C(=O)c3cccnc3)CC2)cc1Br | 103 | 11 | . | 104 | 100 | 45 | 2 | 5 | 100 | 100 | 99
O=C(Oc1cccnc1)c1cc(S(=O)(=O)N2CCCCC2)ccc1Cl | 103 | 26 | 6 | 98 | 101 | -35 | 14 | 5 | 100 | 101 | 98
Nc1ncnc(Nc2ccccn2)c1[N+](=O)[O-] | 93 | 13 | -5 | 96 | 96 | -24 | 3 | 10 | 94 | 93 | 93
CSc1ncccc1-c1nc2ccccc2[nH]1 | 99 | 20 | -20 | 99 | 100 | -31 | -1 | 12 | 101 | 98 | 97
Cc1cccc2cc(CN(Cc3cccs3)C(=S)NCC3CCCO3)c(=O)[nH]c12 (centres undefined) | 105 | 16 | 5 | 100 | 102 | -58 | 8 | 8 | 101 | 102 | 102
Cc1cc(NC(=O)CN2CCCC(C)C2)no1 (centres undefined) | 98 | 14 | 4 | 99 | 101 | 14 | 19 | 7 | 94 | 95 | 94
Cc1ccc(C(C(=O)NC2CCCCC2)N(CCC(C)C)C(=O)CNC(=O)c2ccco2)o1 (centres undefined) | 93 | 14 | 5 | 96 | 95 | -13 | 10 | 27 | 96 | 97 | 95
O=C(N/N=C/c1cccc([N+](=O)[O-])c1)c1ccccc1-n1cccc1 | 100 | 21 | 4 | 101 | 97 | -17 | 4 | 6 | 105 | 99 | 98
Cn1nc(CC(=O)NCCN2C(=O)CSC2=O)c2ccccc2c1=O | 103 | 12 | 0 | 102 | 104 | -10 | -1 | 21 | 100 | 100 | 99
Cc1ccc(S(=O)(=O)N2CCOCC2)cc1C(=O)NC(=S)N(Cc1ccccc1)C(C)C | 104 | 11 | . | 97 | 98 | -17 | 13 | 4 | 99 | 98 | 98
Cc1c(Cl)cccc1N1CC(C)(C)C1=O | 97 | 14 | -28 | 93 | 95 | -10 | 0 | 8 | 97 | 94 | 93
COc1ccc(S(=O)(=O)N2CCCCCC2)cc1NC(=O)Cc1cc(OC)c(OC)c(OC)c1 | 102 | 13 | -24 | 98 | 98 | -22 | -2 | 6 | 94 | 100 | 97
CCN(CC)S(=O)(=O)c1ccc2oc(C(=O)NC(C)C)c(C)c2c1 | ? | 21 | 16 | ? | ? | -20 | 16 | 16 | ? | ? | ?
CCC(=O)N1CCc2cc(S(=O)(=O)CCC(=O)Nc3ccc(CC)cc3)ccc21 | 106 | 47 | . | 100 | 105 | -18 | 11 | 4 | 103 | 104 | 102
O=Nc1c(O)n(Cc2cccc(Cl)c2)c2ccccc12 | 107 | 23 | -6 | 103 | 106 | 1 | 15 | 27 | 100 | 102 | 102
Cc1ccccc1C(=O)Nc1ccc(C(=O)NNC(=O)CCCOc2ccc(Cl)cc2Cl)cc1 | 100 | 8 | -18 | 98 | 100 | -7 | -29 | 32 | 98 | 98 | 99
CC(C)C(O)(C#CCN1CCCCC1)C(C)C | 104 | 13 | . | 103 | 104 | -9 | -7 | 13 | 95 | 101 | 100
O=C(COc1cccc2c1CCN(Cc1ccc(Br)cc1)C2=O)NCc1ccco1 | 101 | 12 | -6 | 96 | 101 | 95* | 17 | 6 | 95 | 96 | 94
Cc1ccc2oc(=O)c3cnn(CC(=O)NCCN(C)C)c3c2c1 | 103 | 15 | . | 97 | 100 | -15 | 5 | 30 | 100 | 98 | 96
O=S1(=O)CCC(NS(=O)(=O)/C=C/c2ccccc2)C1 (centres undefined) | 101 | 25 | . | 103 | 99 | -6 | 19 | 8 | 104 | 99 | 98
CN(C)/C=N/C(=S)Nc1ccc(Cl)c(Cl)c1 | 95 | 21 | 3 | 94 | 98 | -35 | 15 | 11 | 94 | 93 | 97
Cc1oc(C(=O)O)cc1COc1cccc2cccnc12 | 101 | 19 | . | 100 | 102 | 10 | 1 | 13 | 100 | 101 | 98
Cc1nc(N2CCOCC2)nc(N2CCN(c3ccccc3)CC2)c1[N+](=O)[O-] | 101 | 17 | -17 | 100 | 101 | -10 | -6 | 8 | 100 | 101 | 97
Cc1ccc(-n2c(SCC(=O)Nc3cccc(C)c3)nc3c(oc4ccccc43)c2=O)cc1 | 101 | 19 | 20 | 95 | 100 | -6 | -14 | 15 | 98 | 96 | 98
O=C(Nc1ccccc1-c1nnn(CC(=O)N2CCc3ccccc3C2)n1)C1CCC1 | 99 | 12 | . | 100 | 104 | 5 | 19 | 9 | 99 | 102 | 99
NC(=O)CNC(=O)[C@@H]1CC2(CC(c3ccc(Cl)cc3)=NO2)CN1C(=O)c1ccc(Br)cc1 (some centres undefined) | 100 | 10 | . | 99 | 100 | -4 | 16 | 10 | 102 | 102 | 98
COc1cccc(-c2ccc(=O)n(CC(=O)Nc3ccc(S(=O)(=O)NCC(C)C)cc3)n2)c1 | 102 | 11 | -17 | 97 | 99 | -19 | 9 | 14 | 98 | 96 | 95
Cc1cc2n(n1)C(c1cn(-c3ccccc3)nc1C)Nc1ccccc1-2 (centres undefined) | 106 | 12 | -9 | 102 | 104 | -32 | 10 | 24 | 104 | 102 | 100
COC(=O)CSc1nc(N)nc(C)c1Br | 102 | 6 | -27 | 96 | 101 | -29 | -3 | 6 | 95 | 100 | 99
O=[N+]([O-])c1cc(C(F)(F)F)ccc1Sc1ccccn1 | 101 | 7 | -7 | 96 | 98 | -13 | 11 | 3 | 102 | 100 | 96
Cn1c(C(=O)NCCN2CCc3ccccc3C2)cc2c(=O)n(C)c3ccccc3c21 | 102 | 16 | . | 101 | 104 | -10 | 36 | 6 | 102 | 102 | 99
CCCCOc1cccc(C2(C(=O)O)CCCC2)c1 | 107 | 26 | . | 100 | 100 | -15 | 1 | 16 | 94 | 98 | 99
Cc1ccc(CNC(=O)Cn2c(=O)c3sccc3n(Cc3ccc([N+](=O)[O-])cc3)c2=O)cc1 | 104 | 9 | . | 101 | 102 | 17 | -10 | 11 | 99 | 101 | 101
Cc1cccc(-n2c(=S)[nH]c3c(oc4ccccc43)c2=O)c1 | 106 | 4 | -4 | 95 | 98 | -62 | 46 | 7 | 97 | 96 | 96
Cc1c(-c2ccccc2)[n+](=O)c2c(n1[O-])CCCCC2 | 101 | 5 | . | 100 | 100 | -6 | 6 | 3 | 97 | 101 | 100
Cc1cc(C(=O)N/N=C/c2cccnc2)cs1 | 104 | 9 | . | 100 | 102 | 1 | 16 | 9 | 100 | 99 | 99
CNC(=S)NNC(=O)c1sccc1OCc1ccc(Cl)cc1Cl | 101 | 23 | 9 | 104 | 103 | -53 | -14 | 8 | 96 | 104 | 103
Cc1ccccc1-c1nc(CS(=O)(=O)CC(=O)NCCCN2CCCC2=O)c(C)o1 | 102 | 24 | . | 98 | 97 | -10 | 2 | 7 | 99 | 98 | 98
Cc1cccc(OC(=O)c2sc3ncn(C)c(=O)c3c2C)c1 | 100 | 10 | 12 | 98 | 97 | -7 | -15 | 11 | 101 | 99 | 96
O=C(C1CCCN(Cc2cccc(F)c2)C1)N1CCCCC1 (centres undefined) | 106 | 16 | -1 | 103 | 106 | 14 | 5 | 37 | 97 | 106 | 103
COCC(=O)n1nc(-c2ccc(Cl)cc2)nc1NCc1ccc(F)cc1 | 99 | 6 | 10 | 98 | 100 | -18 | -5 | 7 | 95 | 97 | 98
CCN1C(=O)/C(=C/N2CC(C)CC(C)C2)SC1=S (centres undefined) | 104 | 29 | . | 105 | 106 | -19 | 9 | 14 | 100 | 105 | 104
COc1ccc(S(=O)(=O)N2CCOCC2)cc1C(=O)Nc1ccon1 | 96 | 28 | 14 | 97 | 100 | 2 | -14 | 23 | 97 | 97 | 98
Cc1ccc(NCc2nnc(SCC(N)=O)n2CCc2ccccc2)cc1 | 92 | 18 | . | 96 | 96 | -18 | -6 | 3 | 95 | 95 | 97
CCOC(=O)N1CCC(c2nc(C)sc2C(=O)O)CC1 | 105 | 12 | -1 | 102 | 101 | -4 | 5 | 7 | 102 | 103 | 100
CN(C)CCCN(Cc1ccccc1)C(=S)Nc1ccc(F)c(Cl)c1 | 96 | 16 | -18 | 100 | 97 | -70 | 4 | 7 | 104 | 99 | 94
Cc1nnc(N2CCOCC2)c2nn(-c3ccccc3)c(C)c12 | 102 | 11 | 20 | 100 | 100 | -4 | 13 | 11 | 100 | 101 | 101
Cc1ccccc1-c1nc(CN2CCCC2c2ccc(F)cc2)c(C)o1 (centres undefined) | 103 | 11 | -12 | 100 | 98 | -10 | 11 | 11 | 106 | 99 | 99
